# Salmonella PhoP GFP – Inhibition of PhoP regulon, Salmonella typhi GFP reporter cells, confirmation, 4 h (AID 1850); inhibition, % at 50 µM; hits with a dose series show IC50 in µM; Salmonella Typhi PhoP-promoter GFP reporter, fluorescence, 4 h; higher % means a stronger effect; hit rate 0.33% among 310,000; in the data active = a potency from the dose series; inconclusive = inhibition mostly from about 25% at the one dose, without a potency; inactive = the rest, 99 in 100 with inhibition below about 19%;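 note: 0% = induced wells with vehicle and 100% = uninduced wells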
# inhibitors of VEEV – inhibitors of VEEV TC-83 cytopathic effect, confirmation, Vero cells (AID 588727). one-dose inhibition, % at 20 µM; IC50 in µM for titrated hits. hit rate 0.13% among 350,000. Vero cells, VEEV TC-83 cytopathic effect inhibition; higher % means a stronger effect; in the data active = a potency from the dose series; inconclusive = inhibition mostly from about 14% at the one dose, without a potency; inactive = the rest, 99 in 100 with inhibition below about 12%; note: strong numbers were not always called active
# tuberculosis growth – growth inhibition of non-replicating M. tuberculosis (AID 488890); Mycobacterium tuberculosis non-replicating, growth inhibition; higher % means a stronger effect; hit rate 0.39% among 320,000; inhibition, % at 25 µM, or IC50 in µM where a hit was titrated; in the data active = a potency from the dose series; inconclusive = inhibition mostly from about 82% at the one dose, without a potency; inactive = the rest, 99 in 100 with inhibition below about 76%;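 note: plate controls were DMSO cells for no effect and high antibiotic wells for full effect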
# H37Rv inhibition – M. tuberculosis growth inhibition, HTS (AID 449762); hit rate 0.59% among 330,000; inhibition, % at 25 µM, or IC50 in µM where a hit was titrated; M. tuberculosis H37Rv growth inhibition, 7H9 media; higher % means a stronger effect; in the data active = a potency from the dose series; inconclusive = inhibition above about 70% without an active follow-up result;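 note: bacterial growth assessed after seven days of incubation; strong numbers were not always called active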
# H1N1 NS1A inhibition – H1N1 influenza NS1A inhibitors, functional cell based assay (AID 504329). NS1A functional cell-based assay, percent inhibition; higher % means a stronger effect. inhibition, % at 12.5 µM; hits with a dose series show IC50 in µM. hit rate 0.3% among 340,000; in the data active = a potency from the dose series; inconclusive = inhibition above about 27% without an active follow-up result; note: strong numbers were not always called active
# inhibitors of VEEV 10K pilot screen – second read-out of inhibitors of VEEV, no call of its own (marks repeat the call); inhibition, %; measured here: 10K pilot screen inhibition
# Starred values were filed as active, the others as inactive; i = inactive; ? = inconclusive; · = not tested or not shown.
SMILES,Salmonella PhoP GFP,inhibitors of VEEV,tuberculosis growth,H37Rv inhibition,H1N1 NS1A inhibition,others
Cc1cc(C)nc(NC(=O)c2csnn2)c1,2%,1.6%,-14%,-9%,·,
O=C(NCCC1=CCCCC1)c1cccc2c1C(=O)N(C1CCCCC1)C2,-1%,i,44%,12%,-3%,
CCc1ccc(C(=O)NNc2ccccc2F)cc1,4%,2.1%,75%,?,8%,
CC(=O)NC(=O)NC1OC(=O)C(Cl)=C1Cl (centres undefined),19%,i,80%,-1%,8%,
COc1cc2c(cc1OC)-c1cc(Nc3ccccc3Br)nc(=O)n1CC2,-1%,3.4%,-2%,-2%,-2%,
CCN(CC(=O)N1CCC(C(N)=O)CC1)S(=O)(=O)c1ccc(Cl)cc1,-9%,i,6%,-4%,-1%,
COc1ccc(SC[C@H](Cc2ccccc2)N2CC[C@@H](O)CCC2=O)cc1,·,0.7%,-7%,-9%,-4%,
Cc1nc(SCC(=O)N2CCN(c3ccccn3)CC2)c(C#N)c(C)c1C,·,i,35%,1%,-12%,
COc1ccc(OC)c(S(=O)(=O)N(C(C)=O)c2ccc3oc(=O)sc3c2)c1,-2%,1.2%,1%,1%,-4%,
C=CCNC(=S)NNC(=O)c1cccn(Cc2ccc(Cl)cc2Cl)c1=O,4%,0.5%,4%,12%,-3%,
Cc1nc([N+](=O)[O-])c(N2CCN(Cc3ccccc3)CC2)n1Cc1ccccc1,2%,0.6%,-1%,0%,14%,
CC(=O)Oc1ccc(/C=N/NC(=O)C2CCCN2S(=O)(=O)c2ccc(Cl)cc2)cc1 (centres undefined),0%,0.8%,17%,-8%,0%,

# Two neighbouring compounds from above, quoted:
SMILES,Salmonella PhoP GFP,inhibitors of VEEV,tuberculosis growth,H37Rv inhibition,H1N1 NS1A inhibition,others
Cc1nc([N+](=O)[O-])c(N2CCN(Cc3ccccc3)CC2)n1Cc1ccccc1,2%,0.6%,-1%,0%,14%,
CC(=O)Oc1ccc(/C=N/NC(=O)C2CCCN2S(=O)(=O)c2ccc(Cl)cc2)cc1 (centres undefined),0%,0.8%,17%,-8%,0%,

# Other results
SMILES,Salmonella PhoP GFP,inhibitors of VEEV,tuberculosis growth,H37Rv inhibition,H1N1 NS1A inhibition,others
Nc1ccc(Oc2ccc3c(c2)OCO3)cc1,-5%,3.0%,36%,99%,5%,
O=S(=O)(Nc1ccccc1N1CCOCC1)c1ccccc1C(F)(F)F,·,3.4%,13%,2%,-19%,
O=C(CCN1CCN(C(c2ccccc2)c2ccccc2)CC1)N/N=C/c1ccc(O)cc1,1%,3.0%,19%,4%,10%,
COc1ccccc1N1CCN(C(=O)c2cccc(N3C(=O)NC4CC3(C)Oc3c(OC)cccc34)c2)CC1 (centres undefined),-21%,3.8%,-6%,2%,5%,
COCCCn1c(C(=O)NCCC2=CCCCC2)cc2c(=O)n3cccc(C)c3nc21,-3%,4.2%,8%,5%,-7%,
CCN(CC)Cc1c[nH]c2ccccc12,3%,0.0%,2%,-8%,-3%,
COC(=O)c1cc(C(=O)OC)cc(N2C(=O)CC(NNC(=O)c3ccc(C)cc3)C2=O)c1 (centres undefined),-14%,i,1%,-8%,-1%,
Cc1ccccc1NC(=O)Cc1nc(COC(=O)CNS(=O)(=O)c2cccc(Br)c2)cs1,-2%,1.7%,34%,-13%,17%,
CCOC(=O)CNC(=O)CSc1nc2cccnc2n1CC,-7%,1.7%,40%,2%,-4%,
Fc1cccc(NC(=S)NCCN2CCOCC2)c1,10%,0.8%,-15%,-5%,-2%,
C=CCN1C=C2C(=O)C(C)(OC(=O)c3cnc4ccccc4n3)C(=O)C=C2C=C1/C=C/COC (centres undefined),-1%,2.1%,21%,1%,11%,
COc1ccc(NC(=O)CN2CCC(n3c(C)nc4cc(F)ccc43)CC2)c(OC)c1,0%,2.0%,24%,6%,3%,
O=C(CNC(=O)c1ccco1)OCC(=O)c1ccc(Br)cc1,-9%,0.3%,18%,3%,-2%,
Cn1ncc([N+](=O)[O-])c1C(=O)Nc1ccn(Cc2ccccc2F)n1,-12%,4.7%,-9%,-11%,4%,inhibitors of VEEV 10K pilot screen=0.3
Cc1[nH]c(C)c(S(=O)(=O)N2c3ccccc3CC2C)c1C(=O)N1CCCCC1 (centres undefined),-4%,2.8%,8%,-2%,0%,
CC(=O)NC1C(=O)N=C(SCC(=O)Nc2c(C)cccc2C)NC1=O (centres undefined),8%,0.2%,-10%,8%,10%,
C=CCOC(=O)C1=C(C)OC(N)=C(C#N)C12C(=O)N(CN1CCOCC1)c1ccccc12 (centres undefined),6%,0.9%,-4%,-1%,1%,
COc1cc(C(=O)NCCc2cn3ccccc3n2)cc(OC)c1OC,-1%,2.2%,-18%,-5%,17%,
CCn1c(=O)c(=O)[nH]c2cc(C(=O)NC3CC3)ccc21,9%,i,73%,1%,18%,
Oc1cc2c(cc1C(c1ccc(Cl)c(Cl)c1)N1CCCC1)OCO2 (centres undefined),·,2.5%,·,·,-15%,
CC(/C=C/c1ccccc1)=N\Nc1nc2c(c(=O)[nH]c(=O)n2C)n1CCO,1%,·,2%,8%,·,
Cc1ccc2c(c1)N(CC(=O)O)C(=O)CO2,-7%,3.2%,2%,2%,-6%,
CCOC(=O)COc1c(Br)cc(/C=C2\SC(=O)N(CC(=O)N3CCCC3)C2=O)cc1OC,9%,2.3%,41%,51%,9%,
COc1ccc(CCNC(=O)C2CCN(Cc3nc(-c4ccc(Cl)cc4)oc3C)CC2)cc1OC,·,6.6%,·,·,5%,
Cc1ccccc1-n1c(SCc2c(C)noc2C)nnc1-c1cccnc1,-15%,2.3%,41%,2%,-1%,
Cc1c(C(=O)OCC(=O)NCC2CCCO2)cccc1[N+](=O)[O-] (centres undefined),10%,5.5%,-1%,-2%,0%,
Cc1nn(C(=O)CCC(=O)NCCc2ccccc2)c2ccccc12,-6%,0.3%,-2%,5%,-3%,
O=C(Nc1nc(-c2ccccc2)cs1)C1CCCCN1S(=O)(=O)c1ccccc1 (centres undefined),13%,0.8%,3%,-10%,1%,
CC(=O)C1C(c2ccc(Cl)cc2)c2c(n[nH]c2C)CC1(C)O (centres undefined),-3%,i,-10%,-8%,-6%,
Nc1ncnc2c1ncn2[C@@H]1O[C@H](CO)[C@@H](O)[C@H]1O,-2%,2.0%,0%,4%,1%,
O=C(Nc1nnc(-c2cccs2)o1)c1ccc(S(=O)(=O)N2CCOCC2)cc1,0%,7.4%,79%,64%,-7%,
Cc1ccc(-n2[nH]c(C)c(/C=N/c3cccc(C)n3)c2=O)cc1,-10%,i,6%,2%,-14%,
Cn1c(=O)c2c(ncn2CC(=O)OCC(=O)Nc2ccc(Cl)cc2Cl)n(C)c1=O,-11%,0.2%,9%,-1%,2%,
Cc1ccc(NNC(=O)C(O)(c2cccc(C(F)(F)F)c2)c2cccc(C(F)(F)F)c2)cc1,0%,0.3%,40%,?,2%,
N#CCCN1CCN(S(=O)(=O)c2ccc(S(=O)(=O)NC3CCCCC3)cc2)CC1,-1%,0.8%,-12%,-2%,-1%,
C=CCn1c(-c2cc(OC)c(OC)c(OC)c2)n[nH]c1=S,3%,0.2%,14%,5%,-3%,
Cc1noc2ncnc(Oc3ccccc3)c12,1%,1.8%,1%,1%,-10%,
CCCCN1CC(=O)N2[C@H]3c4cc(C)ccc4OC[C@@H]3[C@H](C(=O)OCC)[C@]2(C)C1=O,·,i,23%,-2%,14%,
Cn1nc(C(=O)NCc2ccccc2)cc1C(=O)NCc1ccccc1,-7%,0.8%,13%,-1%,-7%,
COc1ccc(N2C(=O)CC(Nc3cccc(C(C)=O)c3)C2=O)cc1OC (centres undefined),2%,0.2%,-17%,-8%,21%,
COc1cccc(OCc2cc(C(=O)N3CCC(C(O)C(C)C)CC3)no2)c1 (centres undefined),-23%,0.4%,29%,14%,9%,
COc1ccc(C(=O)NC2CC(C)(C)Cc3c2cnn3-c2ccccc2C)c(OC)c1OC (centres undefined),-5%,7.3%,17%,1%,-2%,
COc1cc2c(ccc3c4cc(OC)c(OC)cc4c[n+](C)c23)cc1O,·,1.8%,·,·,>100µM*,
C=C(C)c1ccc(C(C)(C)NC(=O)N(Cc2ccccc2)Cc2ccco2)cc1,10%,1.4%,-11%,-7%,4%,
CC(=O)Nc1ccc(NC(C)=C(C#N)C#N)cc1,-7%,0.3%,-35%,-1%,2%,
C=CCn1c(SCCN2C(=O)c3ccccc3C2=O)nc2scc(-c3ccc(F)cc3)c2c1=O,·,0.7%,·,·,-6%,
Nn1cnnc1N/N=C/c1cc([N+](=O)[O-])c(Cl)cc1Cl,3%,i,11%,-5%,5%,
Clc1ccc(C2C3=C(Nc4ncnn42)c2ccccc2CC3)cc1 (centres undefined),4%,·,18%,10%,·,
Cc1ccccc1CN1CCN(C(=O)c2ccc(F)cc2)CC1,-5%,1.1%,-15%,-5%,-5%,
CC(C)(C)c1ccc(S(=O)(=O)Nc2ccc3c(c2)COC3=O)cc1,9%,1.4%,0%,4%,2%,
CC(=O)OCCC(C)C,·,0.2%,14%,-1%,-6%,
O=C(Cn1nc(CNc2ccc(Cl)cc2)[n+]2c1CCCCC2)c1ccc(Cl)cc1,?,1.1%,?,?,5%,
COc1ccc(C(=O)NC(C)c2ccc(-n3ccnc3)cc2)cc1S(=O)(=O)N1CCOCC1 (centres undefined),·,0.4%,·,·,10%,
O=c1c2cccnc2[nH]c(=S)n1CCC1=CCCCC1,9%,2.1%,5%,-3%,8%,
O=C(c1ccc(Cl)c(S(=O)(=O)N2CCCCCC2)c1)N1CCCC1,-3%,0.4%,15%,5%,14%,
Cc1ccc(S(=O)(=O)N2CCC[C@H]2C(=O)Nc2ccccc2C)cc1,·,1.0%,3%,2%,-28%,
CC(=O)Nc1sc2c(c1C(c1ccccn1)N1CCN(C)CC1)CCCC2 (centres undefined),-4%,1.3%,0%,-6%,-10%,
Cc1nc(-c2ccc(C(=O)Nc3cc(S(N)(=O)=O)ccc3C)cc2)cs1,-5%,2.8%,-10%,14%,2%,
CC1=C(C(N)=O)C(c2ccccn2)n2nc(-c3ccccc3Cl)nc2N1 (centres undefined),·,0.5%,·,·,1%,
C=CCN1C(=O)c2ccc(C(=O)NCCc3ccc(OC)c(OC)c3)cc2C1=O,-8%,0.3%,-12%,1%,9%,

# Retrieved one by one from the list above (six):
SMILES,Salmonella PhoP GFP,inhibitors of VEEV,tuberculosis growth,H37Rv inhibition,H1N1 NS1A inhibition,others
Cc1ccc(S(=O)(=O)N2CCC[C@H]2C(=O)Nc2ccccc2C)cc1,·,1.0%,3%,2%,-28%,
CC(C)(C)c1ccc(S(=O)(=O)Nc2ccc3c(c2)COC3=O)cc1,9%,1.4%,0%,4%,2%,
O=C(c1ccc(Cl)c(S(=O)(=O)N2CCCCCC2)c1)N1CCCC1,-3%,0.4%,15%,5%,14%,
COc1ccc(C(=O)NC(C)c2ccc(-n3ccnc3)cc2)cc1S(=O)(=O)N1CCOCC1 (centres undefined),·,0.4%,·,·,10%,
O=c1c2cccnc2[nH]c(=S)n1CCC1=CCCCC1,9%,2.1%,5%,-3%,8%,
CC(=O)Nc1sc2c(c1C(c1ccccn1)N1CCN(C)CC1)CCCC2 (centres undefined),-4%,1.3%,0%,-6%,-10%,

# New compounds follow.
SMILES,Salmonella PhoP GFP,inhibitors of VEEV,tuberculosis growth,H37Rv inhibition,H1N1 NS1A inhibition,others
CC1(C)CC(=O)C=C(c2cccc(O)c2)C1=O,·,0.0%,2%,-5%,-22%,
CC(C)(CNC(=O)CNC(=O)c1ccc(Cl)cc1Cl)N1CCOCC1,·,0.4%,·,·,6%,
O=[N+]([O-])c1cccc(C(O)C23CN4CN(CN(C4)C2)C3)c1 (centres undefined),4%,1.4%,6%,8%,2%,
COc1cc(/C=N/N=C2/NC(=O)C(c3ccccc3)S2)ccc1O (centres undefined),-2%,0.8%,10%,-4%,-6%,
CC(=O)Nc1ccc(S(=O)(=O)NCCC(=O)NCc2ccncc2)cc1,1%,1.1%,-4%,-2%,-5%,
CC1CCN(S(=O)(=O)c2ccc3c(c2)oc(=O)n3CC(=O)N2c3ccccc3CC2C)CC1 (centres undefined),-11%,0.6%,4%,-15%,32%,
O=C(c1cc2ccccc2oc1=O)N1CCN(Cc2ccc3c(c2)OCO3)CC1,-1%,3.6%,79%,-4%,3%,
Fc1cccc(F)c1-n1c(CN2CCOCC2)csc1=S,-3%,i,-1%,1%,-7%,
CN(CC(=O)Nc1cccc(F)c1)C(=O)c1ccc(NC2CC2)c([N+](=O)[O-])c1,8%,2.2%,3%,-7%,3%,
